# Screens from PubChem.
# LGR2 antag – Drosophila LGR2 receptor signaling inhibition. HEK293 LGR2, CRE-luciferase, bursicon-stimulated, 4 h. inhibition, % at 9.99 µM. hit rate 0.35% among 380,000. AID 720647;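 active means drop in luminescence signal, shown as inhibition above about 50% in the replicate tests, limit read from the data, passing the limit was not always enough; inconclusive means probably only some replicates passing the limit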;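 further: agonist challenge used bursicon conditioned medium at about half maximal strength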
# Casp6 inh – blocks human caspase-6 cleavage activity. P55212. purified caspase-6, Z-VEID-R110 cleavage fluorescence. inhibition, % at 12.5 µM. hit rate 0.53% among 350,000. AID 686996;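 active means mean inhibition across replicates at least about 35%, with every replicate also reaching that limit, limit read from the data; inconclusive means only one of the two criteria met; inactive means neither criterion met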;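 further: 0% = median of neutral control wells and 100% = no fluorescence left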
# Target sequence (P55212 24-179 limits assumed): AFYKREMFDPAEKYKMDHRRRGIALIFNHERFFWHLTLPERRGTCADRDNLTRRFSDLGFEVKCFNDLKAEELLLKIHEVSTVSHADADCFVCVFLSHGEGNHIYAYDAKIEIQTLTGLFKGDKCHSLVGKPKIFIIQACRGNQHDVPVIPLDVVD
# Target sequence (P55212 194-293 limits assumed): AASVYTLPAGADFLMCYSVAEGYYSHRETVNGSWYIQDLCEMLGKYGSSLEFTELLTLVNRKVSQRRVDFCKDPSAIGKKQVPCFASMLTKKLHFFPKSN
# esBAF inh – blocks esBAF chromatin remodeling in mouse ES cells. Bmi1-luciferase knock-in reporter, 24 h; 100% = twice the neutral-well signal. reporter increase, % at 12.5 µM. hit rate 2% among 350,000. AID 602393; in the data active means activation above about 40%; inconclusive means no clear call, values can overlap the other calls;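 further: 0% = median of the plate's neutral control wells and 100% = double that signal; a rise in the Bmi1 reporter signal indicates esBAF inhibition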
# Statin myotox sup – protects C2C12 myotubes from simvastatin toxicity; ATP luminescence, 48 h; scaled: DMSO 0, geranylgeraniol control 100; rescue of ATP level, % at 7.49 µM; hit rate 0.78% among 330,000;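 active means mean ATP rescue above about 67%, or every replicate alone reaching that limit, limit read from the data, passing the limit was not always enough; inconclusive means no clear call, values can overlap the other calls; inactive means mean under the limit and some replicate under it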;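 further: myotubes were challenged with 10 µM simvastatin during compound exposure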
# FN deposition inh – fibronectin deposition inhibition; AH1F fibroblasts, Alexa488-fibronectin deposition fluorescence, overnight; inhibition, % at 12.6 µM; AID 743247; hit rate 0.086% among 350,000;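 active means mean inhibition across replicates of 30% or more, regardless of how many single replicates reach that level; inconclusive means mean under 30% yet at least half of replicates reach 30%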;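 further: positive control wells lacked labelled fibronectin entirely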
#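 Assay system: AH1F fibroblasts / Quantity: 10000 cells per well / Medium: DMEM plus 2% serum, read in PBS / Reagent: labelled fibronectin 24 nM / Dosing: single dose, pinned / Times: 1 h cell attachment, overnight exposure to compound and label / Signal: fluorescence, ex 485 nm, em 525 nm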
# SIRT5 inh – sirtuin-5 (human) deacylase inhibition; Purified SirT5, succinyl-peptide AMC, trypsin-coupled fluorescence; inhibition, % at 15 µM; hit rate 1.1% among 330,000; AID 652115; in the data active means inhibition above about 15%; inconclusive means no clear call, values can overlap the other calls
# Target sequence (Q9NXA8 whole entry, looked up): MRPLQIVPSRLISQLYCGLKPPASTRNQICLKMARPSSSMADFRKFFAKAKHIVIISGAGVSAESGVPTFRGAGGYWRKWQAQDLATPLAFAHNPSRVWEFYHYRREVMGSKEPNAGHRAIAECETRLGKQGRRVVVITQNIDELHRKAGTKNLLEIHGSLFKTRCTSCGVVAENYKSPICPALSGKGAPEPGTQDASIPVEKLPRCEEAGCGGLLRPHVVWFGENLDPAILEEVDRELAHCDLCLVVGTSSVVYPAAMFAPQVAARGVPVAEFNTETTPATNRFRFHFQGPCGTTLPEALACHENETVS
# S100A4 MyoIIA – inhibitors of human S100A4 binding to myosin IIA peptide. hit rate 0.14% among 360,000. S100A4/TAMRA-MyoIIA peptide fluorescence polarization. inhibition, % at 10.7 µM. AID 652163. P26447;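 active means mean inhibition of at least 70% across replicates, with every replicate also reaching that level; inconclusive means mean inhibition reaches 70% but some replicates fall short; inactive means mean inhibition below 70%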
# Target sequence (P26447 whole entry, looked up): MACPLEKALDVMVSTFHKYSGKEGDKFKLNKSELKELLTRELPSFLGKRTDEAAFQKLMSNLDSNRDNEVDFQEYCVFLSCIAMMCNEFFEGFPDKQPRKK
#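 Test system: S100A4 monomer protein. Medium: HEPES buffer with Ca2+, pH 7.2. Reagent: fluorescent myosin IIA peptide, 5 nM. Compound dosing: single-point compound testing. Timing: 5 min between mix addition and reading. Benchmarks: DMSO neutral and TFP positive wells.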
# Starred values were filed as active, the others as inactive; ? = inconclusive; . = not tested or not shown. Only part of the results is shown; the hit share may differ from the screen's.
1: COCC(=O)NC[C@@H]1[C@H](c2ccccc2)[C@H](CO)N1C(C)=O
2: COc1ccc(CCNC(=O)C(=O)NCC2OCCN2S(=O)(=O)c2ccc(Cl)cc2)cc1OC (stereo not given)
3: O=C(NC(c1ccccc1)c1ccccc1)c1ccc(=O)[nH]n1
4: CO[C@H]1CN(C)C(=O)c2ccc(NS(=O)(=O)c3ccc(Cl)cc3)cc2OC[C@@H](C)N(C)C[C@H]1C
5: O=C(c1cnccn1)N1CC(=O)N2[C@H](C1)[C@H](c1ccc(C#CC3CC3)cc1)[C@@H]2CO
6: Cc1cc(Oc2ncccc2[N+](=O)[O-])c2cc(Cl)ccc2n1
7: O=C(NCc1csc(-c2cccs2)n1)C1CCCCC1
8: Cc1ccc(S(=O)(=O)CNC(=S)c2cccc(C)c2)cc1

entry no.	1	2	3	4	5	6	7	8
LGR2 antag	-11	-12	1	3	15	2	-45	4
Casp6 inh	1	2	2	-3	2	-4	-4	.
esBAF inh	2	0	.	-6	.	.	.	3
Statin myotox sup	4	12	.	0	.	.	.	5
FN deposition inh	5	0	3	2	-15	-10	0	7
SIRT5 inh	-3	-2	5	-10	11	0	2	.
S100A4 MyoIIA	-3	-3	3	0	-9	-6	-2	.

9: COc1ccc(NS(=O)(=O)c2cc(NC(=O)c3ccc(=O)[nH]c3)ccc2C)cc1
10: CCOc1cccc(C(=O)Nc2ccc(S(=O)(=O)Nc3cc(C)on3)cc2)c1
11: CCN(CC)S(=O)(=O)c1ccc(C2CNC(=O)C2)cc1 (stereo not given)
12: C=CCNC(=O)/C(C#N)=C/c1ccc(C)o1
13: C[C@@H]1CN([C@H](C)CO)C(=O)c2cc(C#CC3(O)CCCC3)cnc2O[C@@H]1CN(C)Cc1ccncc1
14: N#Cc1c2c(c(-c3ccccc3)[nH]c1=O)CCCC2
15: O=C(NCc1ccco1)C1CCN(Cc2ccc(F)cc2)CC1
16: Cc1ccc(NS(=O)(=O)c2cccc(C(=O)N3CCCC(C)C3)c2)cc1 (stereo not given)

entry no.	9	10	11	12	13	14	15	16
LGR2 antag	-12	9	5	6	-1	4	8	6
Casp6 inh	4	7	-4	2	1	0	.	1
esBAF inh	1	.	-2	.	-4	2	8	-2
Statin myotox sup	5	.	2	.	12	.	-21	18
FN deposition inh	-4	-3	5	-9	.	0	.	-2
SIRT5 inh	-1	0	.	-3	15	-3	.	-1
S100A4 MyoIIA	-2	0	3	1	2	-8	.	-2

# Compound profiles, from the list above:
# C[C@@H]1CN([C@H](C)CO)C(=O)c2cc(C#CC3(O)CCCC3)cnc2O[C@@H]1CN(C)Cc1ccncc1 in the list: LGR2 antag: -1; Casp6 inh: 1; esBAF inh: -4; Statin myotox sup: 12; FN deposition inh: .; SIRT5 inh: 15; S100A4 MyoIIA: 2
# COc1ccc(NS(=O)(=O)c2cc(NC(=O)c3ccc(=O)[nH]c3)ccc2C)cc1 in the list: LGR2 antag: -12; Casp6 inh: 4; esBAF inh: 1; Statin myotox sup: 5; FN deposition inh: -4; SIRT5 inh: -1; S100A4 MyoIIA: -2

# Following part.
17: Cc1noc(C)c1NC(=O)Nc1ccc2c(c1)C(=O)N([C@@H](C)CO)C[C@H](C)[C@H](CN(C)S(C)(=O)=O)O2
18: OC(CNCc1ccccc1)(c1ccccc1)c1ccccc1
19: COC(=O)C1=C(C)N(C)C(=S)NC1c1c(OC)ccc2ccccc12 (stereo not given)
20: C[C@@H]1CN([C@H](C)CO)C(=O)Cc2cc(NS(=O)(=O)c3ccc(F)cc3)ccc2O[C@@H]1CN(C)Cc1ccccc1
21: Cc1nn(-c2ccccc2)c(C)c1C(=O)OCC(=O)N(C)C1CCS(=O)(=O)C1 (stereo not given)
22: CC(Sc1nc2ccccc2o1)C(=O)O (stereo not given)
23: COCCNS(=O)(=O)c1ccc(OCC(=O)OC)c(Cl)c1
24: Cc1noc(C)c1S(=O)(=O)Nc1cccc2c1O[C@@H](CN(C)CC1CCCCC1)[C@@H](C)CN([C@@H](C)CO)C2=O

entry no.	17	18	19	20	21	22	23	24
LGR2 antag	-7	-5	7	-10	-38	.	.	-1
Casp6 inh	-1	2	4	1	2	.	.	0
esBAF inh	-1	2	-5	-4	.	38	5	2
Statin myotox sup	-22	-1	-2	54	.	-7	2	7
FN deposition inh	.	4	8	-5	-1	6	-3	-13
SIRT5 inh	4	2	-8	4	0	.	.	-3
S100A4 MyoIIA	12	1	1	-15	12	.	.	12

25: COc1ccc(-n2ncc3c(N4CCC(C)CC4)ncnc32)cc1
26: CC(C)Oc1ccc2c(=O)c(-c3ccccc3)coc2c1
27: C[C@@H]1CN([C@H](C)CO)C(=O)c2cc(NC(=O)CCC(F)(F)F)ccc2O[C@@H](C)CCCCO[C@@H]1CN(C)C(=O)C1CCCCC1
28: Cc1ccc(S(=O)(=O)NCC(c2cccnc2)N2CCOCC2)cc1 (stereo not given)
29: CN(C)C(=O)CCc1ccc2c3c([nH]c2c1)[C@]1(C)[C@@H](C(=O)N2CCCCC2)C[C@H](CC(=O)NCCN2CCOCC2)C(=O)N1CC3
30: CCN(CC)S(=O)(=O)c1ccc(OC)c(NS(=O)(=O)Cc2ccccc2)c1
31: CO[C@H]1CN(C)C(=O)c2cc(NC(C)=O)ccc2OC[C@H](C)N(C(=O)c2ccncc2)C[C@@H]1C
32: COc1cc(CN2CCCCCC2)c([N+](=O)[O-])cc1OC

entry no.	25	26	27	28	29	30	31	32
LGR2 antag	?	.	9	12	11	-1	16	-15
Casp6 inh	-3	0	0	-1	-32	-2	6	8
esBAF inh	-32	35	1	.	-5	-2	0	-2
Statin myotox sup	8	3	.	.	5	-5	-5	4
FN deposition inh	2	-4	.	1	-3	5	-8	-4
SIRT5 inh	3	-3	0	-1	3	0	0	-2
S100A4 MyoIIA	-8	-5	3	-1	0	0	-4	-5

# Reprinted from the part before: two entries; new compounds follow.
31: CO[C@H]1CN(C)C(=O)c2cc(NC(C)=O)ccc2OC[C@H](C)N(C(=O)c2ccncc2)C[C@@H]1C
32: COc1cc(CN2CCCCCC2)c([N+](=O)[O-])cc1OC
33: CCCCN(C)C(=O)C1CCN(CCCc2ccccc2)CC1
34: O=C(N[C@@H]1CC[C@@H](CCn2cc(C3(O)CCCC3)nn2)O[C@@H]1CO)C1CC1
35: O=C(/C=C/c1cccc([N+](=O)[O-])c1)N1CCN(Cc2ccc3c(c2)OCO3)CC1
36: Cc1ccc(C)c(NC(=O)C2CCCN(S(=O)(=O)c3ccc4[nH]c(=O)ccc4c3)C2)c1 (stereo not given)
37: Cc1ccccc1S(=O)Cc1ccc(C(=O)NCCN2CCOCC2)o1 (stereo not given)
38: C[C@@H]1CN([C@@H](C)CO)C(=O)c2cc(C#Cc3ccccc3F)cnc2O[C@@H]1CN(C)S(C)(=O)=O
39: C#CCNC(=O)C[C@H]1C[C@@]2(C(=O)OC)C(=C[C@H](C(C)(C)C)O[C@@H]2C)N(Cc2ccc3c(c2)OCO3)C1=O
40: Cc1ccc2c(c1)OC(c1ccc3c(c1)OCCO3)CC2=O (stereo not given)

entry no.	31	32	33	34	35	36	37	38	39	40
LGR2 antag	16	-15	.	-17	1	0	-27	-11	-4	-51
Casp6 inh	6	8	-4	-3	2	-1	0	0	-3	1
esBAF inh	0	-2	-6	1	.	2	-1	6	.	25
Statin myotox sup	-5	4	0	1	.	15	-2	-5	.	9
FN deposition inh	-8	-4	0	.	2	-7	8	-2	6	9
SIRT5 inh	0	-2	-1	1	.	.	-6	6	.	-3
S100A4 MyoIIA	-4	-5	-3	3	0	-10	-2	0	1	2

41: C[C@@H]1CN([C@@H](C)CO)C(=O)CCCn2nncc2CO[C@@H]1CN(C)C(=O)Nc1ccc(F)cc1
42: Nc1nnc(SCC(=O)OCC(=O)Nc2ccc(Br)cc2)s1
43: COc1ccc(C(=O)NCCS(=O)(=O)N2CCc3ccccc3C2)cc1
44: C=CCSc1nsc(NC(=O)Nc2ccc(F)cc2)n1
45: Cc1nn(CC(=O)O)c(C)c1C
46: C[C@@H]1CN([C@@H](C)CO)C(=O)c2cccc(NS(C)(=O)=O)c2O[C@H]1CN(C)CC1CC1
47: CCc1cccc2c(C(=O)CN3C(=O)C(=O)N(C4CCCC4)C3=O)c[nH]c12
48: CCN(Cc1nc(-c2ccc(OC)cc2)no1)C(=O)c1ccc2c(c1)OCO2

entry no.	41	42	43	44	45	46	47	48
LGR2 antag	24	.	-2	17	.	-8	-4	-11
Casp6 inh	5	-2	-3	-3	.	-3	1	0
esBAF inh	0	-1	1	-27	-1	5	-1	5
Statin myotox sup	5	0	-11	-100	-1	22	4	3
FN deposition inh	-6	5	1	6	7	5	-7	-3
SIRT5 inh	4	0	-3	-1	.	2	-2	0
S100A4 MyoIIA	3	-4	-2	-1	.	-34	-2	1

49: O=C1N=C(N2CCOCC2)SC1=C1CCCCC1
50: Cc1onc(-c2ccccc2Cl)c1C(=O)NNC(=O)c1ccccc1F
51: COc1cccc(OC)c1OCCNCC1COc2ccccc2O1 (stereo not given)
52: CC1=CC=CN2C1=NC(=O)CC2(C)C(=O)N(CC(=O)NC1CCCC1)c1cc(C)cc(C)c1 (stereo not given)
53: O=C1Nc2ccc(Br)cc2/C1=C/C1CC=CCC1 (stereo not given)
54: C=CCNc1cnn(-c2ccc(C)cc2)c(=O)c1Sc1ccc(C)cc1
55: COc1ccc2c3c([nH]c2c1)[C@@H](CO)N(Cc1ccccc1)CC31CCN(S(=O)(=O)c2ccc(C)cc2)CC1
56: COc1ccc(-n2nc(C(=O)NCC(=O)N3CC(C)CC(C)C3)c3ccccc3c2=O)c(OC)c1 (stereo not given)

entry no.	49	50	51	52	53	54	55	56
LGR2 antag	.	-3	0	4	12	-9	4	1
Casp6 inh	.	-1	-7	-3	0	-1	3	-1
esBAF inh	28	-3	-1	2	.	-3	.	4
Statin myotox sup	8	5	-8	9	.	-10	.	4
FN deposition inh	-4	-1	1	1	1	-6	.	-1
SIRT5 inh	.	0	-2	.	-5	-2	-3	1
S100A4 MyoIIA	.	-2	4	0	0	3	1	0

57: FC(F)(F)c1cc(CCN2C(=S)NC[C@@H]2c2ccccc2)cc(C(F)(F)F)c1
58: C/C=C/c1ccc([C@H]2[C@@H](CO)N(Cc3cccc(F)c3)C23CN(C(=O)CC)C3)cc1
59: O=C(NNC(=O)c1cccc2ccccc12)c1cccc(F)c1
60: O=[N+]([O-])c1ccccc1S(=O)(=O)n1nnc2ccccc21
61: O=C(O)c1[nH]c2ccc([N+](=O)[O-])cc2c1-c1ccccc1
62: COc1cc(C)ccc1OCc1cc(C(=O)NCCN2CCCC(O)C2)no1 (stereo not given)
63: Cc1cc(SCc2cccc(Cl)c2)nc(=O)[nH]1
64: O=C1NC[C@H](c2ccccc2)N(CCCCC2CCCCC2)C1=O
65: COc1ccc(Cc2nnc(NC(=O)Nc3cccc(OC)c3)s2)cc1
66: C[C@H]1CN([C@@H](C)CO)C(=O)c2cc(-c3cccnc3)cnc2O[C@H]1CN(C)C(=O)C1CCC1

entry no.	57	58	59	60	61	62	63	64	65	66
LGR2 antag	-1	8	-20	0	11	-1	-10	4	-5	-21
Casp6 inh	-1	1	1	.	9	0	2	3	3	0
esBAF inh	-5	.	10	-7	-6	-1	16	.	-3	-4
Statin myotox sup	17	.	1	1	-23	6	-3	.	0	17
FN deposition inh	19	.	1	-3	-15	.	4	0	-3	.
SIRT5 inh	-2	2	.	.	7	3	1	.	-4	-3
S100A4 MyoIIA	-3	-20	2	.	-4	0	7	-14	2	-17
